Screening data from PubChem.
Pin1 inhibitor – blocks the human prolyl isomerase Pin1. Q13526. Pin1 FP peptide displacement, HiFluor488, 10 min. Potency, µM (highest dose often 115 µM), for the others: at the top dose activity, negative = inhibition, hits mostly inhibitors. 0.009% of 390,000 active; active means well fitted inhibition curve with a large enough effect in the polarisation, with a control signal flat, not every such curve was filed as active; inconclusive means small, poorly fitted or top-dose-only effect, or effect the other way, or a change in a side signal; inactive means no such curve, though single readings can be large or run the other way; the % refers to the polarisation; further: on the % scale 0 is the no-effect control and ±100 the full control effect
HP1b chromo inh – inhibitors of HP1-beta chromodomain binding to methylated histone tails; P83916; Potency, µM (series often up to 114 µM), without a hit: at the top dose activity change, negative = inhibition, hits mostly inhibitors; AlphaScreen HP1-beta / biotin-H3K9me3 peptide binding; 0.56% of 390,000 active; further: nearly all actives have a fitted effect of over 70% in size; inactives centre near 23
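HP1-beta protein (50 nM final) preincubated 30 min at room temperature with biotinylated H3(1-18)K9me3 peptide (50 nM) in PBS pH 7.4, 0.01% Tween-20, then compound added for 30 min. AlphaScreen streptavidin donor/nickel chelate acceptor beads (10 ug/mL final), 30 min dark, luminescence read.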
JMJD2A Tudor – inhibitors of human JMJD2A Tudor domain | AID 504339 | AlphaScreen JMJD2A-Tudor / H3K4me3 peptide binding | Potency, µM (series often up to 114 µM), without a hit: top-dose activity change, negative = inhibition, most hits filed as inhibitors | O75164 | 4.4% of 390,000 active; further: on the % scale 0 is the no-effect control and ±100 the full control effect; nearly all actives have a fitted effect of over 50% in size
G9a inh – G9a (human) methyltransferase inhibition. Potency, µM (top dose mostly 102 µM), for the others: top-dose activity, negative = inhibition, usual class: inhibitors. G9a H3K9 monomethylation, AlphaScreen, 2 h. 8.8% of 350,000 active; further: on the % scale 0 is the no-effect control and ±100 the full control effect; nearly all actives have a fitted effect of over 75% in size
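AlphaScreen detection with an anti-monomethyl H3K9 antibody quantified product after a 2 h room-temperature reaction containing 500 nM biotinylated H3K9 peptide, 20 µM SAM and 20 nM enzyme, which had been preincubated 15 min with compound.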
Pol iota inh – DNA polymerase iota (human) inhibition; 1% of 390,000 active; AID 588590; Pol iota fluorescent replication assay, 10 min; Potency, µM (titrated, usually from 115 µM), inactives show top-dose activity, negative = inhibition, most hits filed as inhibitors; Q9UNA4
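Pol iota at 10 nM preincubated 15 min with compounds at room temperature; reaction started with fluorescent substrate, 50 nM final. Fluorescence read kinetically at 0 and 10 min; buffer-only wells as negative control.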
BAZ2B block – BAZ2B (human) inhibition | Potency, µM (titrated, usually from 114 µM), for inactives: top-dose activity change, negative = inhibition, actives largely listed as inhibitors | 4.4% of 360,000 active | AID 504333 | AlphaScreen BAZ2B-H3K14Ac peptide displacement | Q9UIF8; further: on the % scale 0 is the no-effect control and ±100 the full control effect; nearly all actives have a fitted effect of over 60% in size
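BAZ2B (50 nM) with biotin-H3(5-23)K14Ac peptide (50 nM) in PBS pH 7.4, 0.01% Tween-20, preformed 30 min, then compound 30 min at room temperature; top concentration 110uM. AlphaScreen streptavidin donor/nickel chelate acceptor beads (10 ug/mL final), 20 min dark, signal read.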
BLM inh – Bloom syndrome helicase (human) inhibition. recombinant BLM DNA unwinding, fluorescence dequenching. P54132. Potency, µM (series often up to 56.1 µM), inactives show top-dose activity change, negative = inhibition, actives largely listed as inhibitors. AID 2528. 0.2% of 350,000 active;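 further: plate controls were vehicle for no effect and no enzyme for full effect; nearly all actives have a fitted effect of over 35% in size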
GLS inh – inhibitors of human glutaminase (GLS); Potency, µM (highest dose often 45.5 µM), for the others: at the top dose activity change, negative = inhibition, actives largely listed as inhibitors; O94925; GLS enzymatic activity, qHTS titration; 0.21% of 410,000 active; further: on the % scale 0 is the no-effect control and ±100 the full control effect
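Enzyme dispensed in phosphate buffer (45 mM, pH 8.2, 0.02% Tween-20), compounds pinned in, then 1 mM L-glutamine solution and the glutamate oxidase–HRP–Amplex Red mix added; fluorescence read immediately and again after 30 min at room temperature.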
PGK inhibitor – T. brucei PGK inhibition; P07378; PGK/GAPDH coupled, Kinase-Glo luminescence, 60 min; Potency, µM (highest dose often 57.5 µM), without a hit: at the highest dose activity change, negative = inhibition, hits mostly inhibitors; 0.043% of 380,000 active; AID 602233; further: on the % scale 0 is the no-effect control and ±100 the full control effect; nearly all actives have a fitted effect of over 60% in size
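Recombinant glycosomal PGK reaction used 1,3-bisphosphoglycerate generated in-well by GAPDH (100nM final) in 100mM TEA pH 7.6, 5mM MgCl2, 0.01% Tween-20. After 60 minutes at room temperature, ATP was read by Kinase-Glo Plus luminescence end-point.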
Numbers without * were called inactive; i = inactive; ? = inconclusive; . = no result given; & = joins results of further samples; [ ] = remark or other dose. Unless noted, the call rests on the fitted dose curve; in most records, active means well fitted curve in the direction sought with a large enough effect; inconclusive means small, poorly fitted or top-dose-only effect, or another doubt; inactive means no such curve, though single readings can be large; an effect the other way counts as inactive or inconclusive. Potency means the concentration at half of the fitted maximal effect. Only part of the results is shown; count on the stated rates, not on these rows.

canonical_smiles,JMJD2A Tudor,G9a inh,PGK inhibitor,HP1b chromo inh,BAZ2B block,GLS inh,Pin1 inhibitor,Pol iota inh,BLM inh
Nc1c(Cl)nc(-c2ccccc2)nc1Cl,5.1%,37.7%[activator],-0.2%,44.8%[activator],6.0%,1.9%,2.9%,13.0%,-3.5%
CC(=O)N1CCN(C(=O)c2cc(C)oc2C)CC1,-5.4%,.,-2.1%,38.9%,.,1.4%,0.0%,1.6%,.
CCC(=O)Nc1ccccc1C(=O)OCc1cc(=O)n2cc(C)sc2n1,0.3%,-3.8%[12.7 µM],-1.5%,29.1%,-1.7%,6.7%,-5.4%,21.0%,-1.6%
CC(=O)c1c(C)[nH]c(C(=O)Nc2cc(C)ccc2C)c1C,-26.1%,-41.8%,-6.1%,33.7%,3.7%,-1.0%,2.3%,1.0%,-2.9%
CC(OC(=O)C1=Cc2ccccc2OC1)C(=O)NCC1CCCO1 (configuration not stated),22.4µM*,.,3.4%,?,.,-22.3%,-12.4%,?,.
C=CCn1c(CNC(=O)c2ccco2)nnc1SCC(=O)N1c2ccccc2Sc2ccccc21,-22.7%,?,-7.0%,-4.7%,79.4µM*,-1.3%,-6.8%,10.7%,-2.5%
CCNc1nc(NC(C)C)nc(N(C#N)C(C)C(=O)N(CC)CC)n1 (configuration not stated),6.4%,-8.4%[12.7 µM],-2.8%,45.6%[activator],5.0%,0.4%,-5.2%,37.4%,4.3%
CC1CCCN(c2ccc(C(=O)OCn3nnc4ccccc4c3=O)cc2[N+](=O)[O-])C1 (configuration not stated),?,?,2.2%,-12.9%,?,12.1%,1.0%,8.4%,-12.3%
CCOc1ccc(C2=CSC3=NCCN23)cc1[N+](=O)[O-],-12.2%,?,3.2%,29.3%,-1.6%,-17.8%,-2.4%,157.5%[activator],-1.2%
CCOC(=O)c1cc(S(=O)(=O)Nc2ccc(F)cc2F)cn1C,-11.0%,.,-0.5%,22.1%,-12.2%,1.4%,-2.8%,12.5%,-4.8%
O=C(O)CCc1nnc(SCC(=O)Nc2ccc(Br)cc2)[nH]c1=O,-13.3%,-0.6%,-10.7%,27.5%,-15.5%,3.2%,12.5%,30.9%[activator],0.0%
COc1ccc(Nc2nnc(SCC(=O)/C=C3/N(C)c4ccccc4C3(C)C)s2)cc1,?,?,6.7%,?,?,9.0%,38.9%[activator],-13.3%,-4.3%
CCOc1ccc(OCc2ccc(C(=O)NN=Cc3ccc[nH]3)cc2)cc1,-7.5%,.,-2.7%,29.8%,.,2.5%,8.7%,23.6%,.
O=C(NCCc1ccc(F)cc1)N1CCOCC1,-32.8%[57.1 µM],4.6%[59 µM],1.9%,-10.4%,5.0%,7.6%,-7.6%,14.7%,-2.0%
COc1cccc2cc(-c3nc(-c4cccs4)cs3)c(=O)oc12,3.0%,-6.2%,-9.3%,24.5%,6.3%,-1.1%,?,?,-3.6%
Cc1cc(N2CCN(C)CC2)nc2ccc(NC(=S)NCc3cccs3)cc12,-33.1%,39.8µM*,5.8%,-7.0%,-32.8%,7.1%,6.7%,49.8%[activator],-8.0%
Cc1cc(C)nc(SCC(=O)c2cc3ccccc3oc2=O)n1,-20.8%,?,-9.2%,34.7%,-33.5%,-5.4%,3.5%,-7.2%,2.0%
CCC(=O)Nc1ccc2c(c1)nc1n2CCN(CCOC)C1,1.3%,31.6µM*,.,63.5%[activator],-13.7%,-12.9%,-1.4%,2.9%,-0.5%
COc1cc2c(=O)n(Cc3ccccc3)c(=O)n(CC(=O)C(C)(C)C)c2cc1OC,-14.2%,.,-5.1%,74.4%[activator],-1.8%,-15.1%,-8.6%,23.3%,-9.1%
CSc1nnc(N(CCC#N)CCC#N)s1,0.0%,12.0%,7.1%,72.2%[activator],-0.7%,-1.5%,-0.2%,-3.1%,-0.2%
CCOC(=O)c1c(NC(=O)COC(=O)c2cc(OC)c(OC)cc2[N+](=O)[O-])sc(C)c1CC,-23.7%,-27.5%[59 µM],-0.6%,-15.1%,-30.2%,2.1%,0.7%,215.3%[activator],-9.4%
COc1ccc(-c2[nH]n(-c3ccc([N+](=O)[O-])cc3)c(=O)c2C=NCc2ccccc2)cc1,-13.1%,-63.0%[59 µM],-9.5%,31.4%,-7.4%,-2.3%,31.6%[activator],32.0%[activator],0.2%
Cn1c(SCC(=O)c2ccccc2)nnc1-c1cnccn1,25.1µM*,20µM*,-0.8%,?,?,-1.5%,0.7%,?,1.7%
Cc1ccc(CNC(=O)C2CCC(=O)N(CCc3ccccc3)C2)s1 (configuration not stated),-5.6%,15.1%[59 µM],-5.2%,23.4%,-4.7%,-0.5%,-7.8%,30.7%[activator],-3.9%
CC1CCc2sc(NC(=S)NC(=O)c3ccccc3)c(C#N)c2C1 (configuration not stated),-18.5%,35.5µM*,-8.9%,-11.1%,?,-1.7%,20.5%,70.0%[activator],-1.7%

New compounds follow
canonical_smiles,JMJD2A Tudor,G9a inh,PGK inhibitor,HP1b chromo inh,BAZ2B block,GLS inh,Pin1 inhibitor,Pol iota inh,BLM inh
COc1ccccc1NS(=O)(=O)c1ccc2nc(CCl)[nH]c2c1,-18.7%,20µM*,-3.5%,16.9%,-29.3%,-14.2%,3.8%,17.1%,-0.4%
Clc1ccc2scc(CN3CCCC3)c2c1,-15.0%,.,3.4%,38.8%,.,10.0%,-1.7%,13.4%,.
COc1ccccc1NC(=O)c1ccc(-n2cncn2)nc1,-5.6%,11.8%,5.3%,41.5%[activator],-1.0%,-0.4%,14.3%,11.2%,-1.5%
Cc1noc(/C=C/N(C)C)c1S(=O)(=O)N1CCCC(C(=O)Nc2ccc3c(c2)OCO3)C1 (configuration not stated),?,?,i,28.7%,-36.6%,-6.0%,36.0%[activator],-6.0%,-9.3%
Cc1ccc(CNC(=O)CCCc2nc3ccccc3s2)cc1,-17.8%,-8.1%[59 µM],i,35.6%,-5.4%,-10.4%,-3.2%,117.7%[activator],-3.3%
O=C(Nc1ccc(OC(F)(F)F)cc1)c1noc2c1CCCC2,5.5%,8.9%[59 µM],.,40.0%[activator],3.5%,-4.0%,0.8%,34.7%[activator],-4.3%
Cc1ccc(CCNC(=O)c2ccc3nc(N4CCC(C)CC4)sc3c2)cc1,-11.4%,-2.6%[59 µM],1.7%,25.4%,3.9%,4.4%,-1.6%,13.5%,-3.9%
CC1(C)CC(CCC(=O)Nc2ccccc2Cl)C(=O)O1 (configuration not stated),-2.2%,20.1%[59 µM],-1.9%,30.8%,20.5%,-3.6%,3.6%,11.9%,-0.6%
O=C(O)CSc1c(O)c2ccccc2[nH]c1=O,11.2µM*,4.47µM*,.,26.5%,14.1µM*,22.2%,-13.8%,-19.3%,-3.2%
O=C1CCN(Cc2ccc(Br)cc2)CCN1[C@H](CO)c1ccccc1,-9.7%,13.2%,-2.3%,21.1%,-32.5%,2.8%,-6.8%,11.0%&20.8%,-0.9%
Cn1c(=O)c2c(ncn2CC(=O)N2CCN(c3ccc(F)cc3)CC2)n(C)c1=O,-2.3%[11.4 µM],9.9%[12.7 µM],-2.7%,-16.6%,-0.4%,16.2%,-1.0%,?,0.4%
CCc1ccc(NC(=O)c2cccc(C(=O)Nc3ccc(CC)cc3)n2)cc1,-6.9%,.,10.0%,29.6%,3.7%,11.1%,-1.2%,21.2%,-4.4%
CC(=O)Nc1cccc(NC(=O)CSc2nc(=O)n(Cc3ccncc3)c3c2CCC3)c1,4.8%,3.6%,i,31.4%,-21.6%,-8.2%,0.1%,55.8%[activator],.
COc1ccc(NC(=O)CNc2ccc(C#N)cc2)cc1,-8.3%,50.1µM*,3.0%,26.5%,-15.0%,9.9%,0.7%,3.7%,-1.3%
CN(C)S(=O)(=O)c1cccc(NC(=O)COC(=O)c2cn(-c3ccccc3)nc2-c2ccccc2)c1,-24.7%,4.9%[59 µM],i,31.5%,-1.1%,-2.1%,17.4%,-4.1%,-8.3%
COc1ccc2c(c1)c(=O)c(C(=O)c1ccc(C)cc1)cn2Cc1ccccc1F,-27.6%,-4.8%[59 µM],8.8%,15.8%,-27.7%,1.9%,17.4%,-0.6%,-5.8%
CC(C)NC(=O)NC(=O)COC(=O)c1ccc([N+](=O)[O-])cc1Cl,-14.1%,-3.0%,-8.3%,32.5%,-37.7%,-3.1%,-5.0%,-11.4%,-0.9%
COc1ccc(NC(=O)CN(c2ccc(C(C)C)cc2)S(=O)(=O)c2c(C)noc2C)cc1OC,-8.3%,?,0.9%,48.0%[activator],2.8%,-0.5%,-2.2%,18.1%,-4.5%
Cc1ccc(NC(=O)NCCOCCn2c(=O)oc3ccccc32)c(C)c1,-15.4%,-1.4%[59 µM],-6.5%,11.5%,-0.3%,1.4%,-9.0%,-19.5%,-0.5%

Profiles as entered above. Order of screens: JMJD2A Tudor | G9a inh | PGK inhibitor | HP1b chromo inh | BAZ2B block | GLS inh | Pin1 inhibitor | Pol iota inh | BLM inh
COc1cccc2cc(-c3nc(-c4cccs4)cs3)c(=O)oc12 is entered as 3.0% | -6.2% | -9.3% | 24.5% | 6.3% | -1.1% | ? | ? | -3.6%
Clc1ccc2scc(CN3CCCC3)c2c1 is entered as -15.0% | . | 3.4% | 38.8% | . | 10.0% | -1.7% | 13.4% | .
COc1ccccc1NC(=O)c1ccc(-n2cncn2)nc1 is entered as -5.6% | 11.8% | 5.3% | 41.5%[activator] | -1.0% | -0.4% | 14.3% | 11.2% | -1.5%
